HEK293 NOD2/NF-kB: NOD2 signaling inhibitors, cell-based, luminescence, uHTS, HEK293 (AID 1566); HEK293 NOD2/NF-kB luciferase reporter, luminescence; higher % means a stronger effect; 290,000 tested, 0.63% active; inhibition, % at 4 µM, or EC50 in µM where a hit was titrated; also: many of its hits are not listed in these tables
NOD1 inhibition: NOD1 signaling inhibitors, primary screen, cell-based, luminescence, uHTS (AID 1578); 290,000 tested, 1% active; NOD1-driven NF-kB luciferase reporter cells, luminescence; higher % means a stronger effect; inhibition, % at 4 µM; hits with a dose series show EC50 in µM; in the data active = inhibition mostly above about 36%, no sharp cut-off; inactive = mostly below about 34%;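 also: HEK-293T reporter cells stimulated with the NOD1 agonist gamma-tri-DAP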
KOR beta-arrestin-1: KOR agonists, beta-arrestin recruitment, primary screen, cell-based, luminescence, uHTS (AID 1777) | KOR beta-arrestin recruitment, luminescence; higher % means a stronger effect | Kappa-type opioid receptor (Homo sapiens) | 280,000 tested, 0.02% active | activation, % at 10 µM; hits with a dose series show EC50 in µM; in the data active = activation above about 50%, passing the limit was not always enough; also: a part of the inactive calls stands beside numbers as strong as those of hits
NTR1 agonist: agonists of NTR1, primary screen, imaging, U2OS cells, beta-arrestin-GFP, high content (AID 493036) | Neurotensin receptor type 1 (Homo sapiens), P30989 | NTR1-U2OS beta-arrestin-GFP spot imaging, agonist mode | activation, % at 20 µM | 330,000 tested, 0.17% active;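 active = activation at or above 40% of the spot to cytoplasm intensity ratio, with at least 20 cells analyzed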;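 also: 0% = DMSO without peptide and 100% = 100 nM NTR1 peptide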
Target sequence (P30989 whole entry, looked up): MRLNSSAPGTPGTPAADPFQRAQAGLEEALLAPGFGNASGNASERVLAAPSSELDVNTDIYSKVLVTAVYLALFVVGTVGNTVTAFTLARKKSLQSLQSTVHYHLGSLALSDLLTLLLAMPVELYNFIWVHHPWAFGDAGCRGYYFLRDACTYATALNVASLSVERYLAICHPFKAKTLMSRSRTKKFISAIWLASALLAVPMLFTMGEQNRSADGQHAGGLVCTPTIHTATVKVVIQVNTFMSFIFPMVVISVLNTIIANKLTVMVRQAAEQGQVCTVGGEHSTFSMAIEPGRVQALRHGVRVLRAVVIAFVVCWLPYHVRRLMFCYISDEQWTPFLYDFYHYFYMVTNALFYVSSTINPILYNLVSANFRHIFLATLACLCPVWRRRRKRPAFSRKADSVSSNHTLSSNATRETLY
KOR beta-arrestin-2: KOR antagonists, beta-arrestin recruitment, cell-based, luminescence, uHTS (AID 1778). Kappa-type opioid receptor (Homo sapiens). KOR beta-arrestin recruitment, luminescence, antagonist mode; higher % means a stronger effect. inhibition, % at 10 µM, or IC50 in µM where a hit was titrated. 290,000 tested, 0.091% active; also: strong numbers were not always called active
Yfh1-off respiration: enhancers of respiration in Yfh1-depleted yeast, dose response, Friedreich's ataxia, plus single-dose screen (AID 1465); S. cerevisiae Yfh1-off respiration, WST-1 reduction, 72 h; higher fold induction means a stronger effect; fold induction at 50 µM, or EC50 in µM where a hit was titrated; 220,000 tested, 0.074% active;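 active = fold induction of absorbance versus untreated yeast above a set limit, then at least 30% activation at any dose in follow-up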;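 also: activators that raise dye reduction in frataxin-depleted yeast; strong numbers were not always called active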
GPR55 beta-arrestin: GPR55 agonists via beta-arrestin recruitment, primary screen, imaging, U2OS cells, beta-arrestin-GFP redistribution (AID 1961) | G-protein coupled receptor 55 (Homo sapiens) | U2OS GPR55 beta-arrestin-GFP redistribution imaging; higher % means a stronger effect | one-dose activation, % at 10 µM; EC50 in µM for titrated hits | 290,000 tested, 0.048% active;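 active = activation above 40% with more than 50 cells counted in the well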;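 also: U2OS osteosarcoma cells stably expressing GPR55 and beta-arrestin-GFP; plate controls were DMSO negative control for no effect and LPI positive control for full effect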
ER stress rescue: rescue of cells from ER stress-induced death, primary screen, 384-well, CSM14.1, thapsigargin, ATP luminescence (AID 1222). CSM14.1 thapsigargin-induced death rescue, ATP luminescence; higher % means a stronger effect. cellular ATP content (survival), % at 20 µM, or EC50 in µM where a hit was titrated. 190,000 tested, under 10 active;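 active = EC50 below 50 µM in the dose-response confirmation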;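 also: death triggered by thapsigargin at about 15 µM added after 2 h compound pretreatment; cell ATP read after overnight thapsigargin exposure of roughly 18 to 22 hours; normalized against plate controls of thapsigargin alone and 5% DMSO vehicle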
TNAP activators: human TNAP enzyme activators, primary screen, biochemical, luminescent, no phosphate acceptor, uHTS (AID 1001); Alkaline phosphatase, tissue-nonspecific isozyme (Homo sapiens); purified TNAP, luminescent activation assay, no phosphate acceptor; higher activation fold means a stronger effect; one-dose activation fold at 20 µM; EC50 in µM for titrated hits; 200,000 tested, 0.03% active; in the data active = activation fold from about 3, or a potency from the dose series; inactive = the rest, 99 in 100 with activation fold below about 1.6; also: many of its hits are not listed in these tables
NTR1 agonist cell count 20 µM: second read-out of NTR1 agonist, no call of its own (marks repeat the call); cell count; measured here: cell count, cytotoxicity flag
An asterisk follows results filed as active; i = inactive; nt = not tested or not shown; [ ] = dose if it differs, or a comment. Rule as the data show it, unless noted: active = inhibition above about 50%; inactive = the rest. An excerpt, so the mix of outcomes need not match the whole.

SMILES,HEK293 NOD2/NF-kB,NOD1 inhibition,KOR beta-arrestin-1,NTR1 agonist,NTR1 agonist cell count 20 µM,KOR beta-arrestin-2,Yfh1-off respiration,GPR55 beta-arrestin,ER stress rescue,TNAP activators
CCn1c(SCC(=O)NC(C)C)nnc1-c1cccs1,4%,-3%,-0.8%,-0.2,42,4%,i,-0.1%,0.4%,1
COc1ccccc1NC(=O)CSc1nnc(CC(=O)Nc2cccc(C(F)(F)F)c2)n1C,14%,8%,1.3%,-2.1,88,-1%,i,0.5%,-0.3%,1.1
CN(C)c1cccc(C(=O)NCCCn2ccc3ccccc32)c1,-18%,-27%,8.3%,2.9,50,-38%,nt,-0.4%,nt,nt
COc1ccc(OC(C)C(=O)NC2CC(C)(C)NC(C)(C)C2)cc1 (configuration not stated),5%,nt,-1.5%,0.1,77,5%,i,0.2%,-2.2%,1.1
O=C(NCc1ccccc1Cl)C1CCCN1C(=O)NC1CCCCC1 (configuration not stated),4%,-22%,-4.5%,1.2,63,-16%[20 µM],nt,0.3%,nt,nt
COC(=O)CCN1CCC(c2cc(-c3cccc(C(F)(F)F)c3)n[nH]2)CC1,-20%,-4%,1.1%,0.6,82,-21%,nt,0.0%,nt,nt
O=C(COC(=O)c1cccc(S(=O)(=O)N2CCOCC2)c1)Nc1ncc(C(F)(F)F)cc1Cl,-4%,-19%,-5.0%,1.5,52,-30%,i,0.2%,3.3%,1.1
Cc1csc(=Nc2ccc(S(=O)(=O)N3CCOCC3)cc2)n1Cc1ccco1,5%,34%,27%,-0.5,34,18%,i,0.6%,4.9%,1.2
CC[N+](C)(CC)CC(O)COCC1COc2ccccc2O1 (configuration not stated),18%,-15%,-2.0%,-0.9,67,7%,i,-0.2%,-0.7%,1.1
O=C(Cc1ccc([N+](=O)[O-])cc1)c1ccc(O)cc1O,-18%,-8%,-1.9%,0.1,68,34%,i,0.2%,nt,nt
Nc1nc2ccc(O)cc2s1,8%,-20%,0.2%,-0.4,81,9%,i,-0.3%,2.9%,1
COC(=O)c1noc(-c2ccc(OC)cc2)n1,10%,-13%,-3.3%,-0.2,60,-18%,i,-0.1%,2.1%,1
CCC(=O)NCCCCCCCCCNC(=O)CC,2%,-16%,11%,-0.5,53,-10%,i,0.5%,-3.5%,1
Nc1nc(Cl)cc(Sc2ccc3ccccc3c2)n1,-29%,12%,-0.8%,1.3,70,-4%,i,0.3%,0.0%,1.1
O=C(CNC(=S)NC(=O)c1cccs1)c1ccccc1,-6%,-10%,14%,4.9,71,8%,i,0.1%,2.1%,1
CN(Cc1nc2ccccc2[nH]1)Cc1nc(CC2CC2)no1,2%,-49%,-1.0%,-0.8,65,-27%,i,0.2%,-1.1%,1.1
O=C(NCc1ccccc1F)c1ccncc1,3%,-22%,-1.1%,1.0,73,-65%,nt,0.0%,nt,nt
Cc1nnc2n(Cc3ccccc3)c(=O)c3c4c(sc3n12)COC(C)(C)C4,12%,15%,-7.2%,1.1,47,28%,i,0.3%,8.2%,1.2
COc1ccc(-n2c(N)c(C(=O)NCC3CCCO3)sc2=S)cc1 (configuration not stated),-11%,-32%,-2.4%,1.3,60,-1%,i,-0.1%,4.5%,1
CCOc1ccc2[nH]cc(C(=O)NCCc3ccccc3)c(=O)c2c1,20%,22%,2.1%,4.9,71,-18%[20 µM],nt,-0.1%,nt,nt
CC(C)(C)n1nc2c(c1NC(=O)c1ccc(Cl)c([N+](=O)[O-])c1)CS(=O)(=O)C2,-18%,-6%,5.2%,2.6,47,-36%,nt,0.2%,nt,nt
CCS(=O)(=O)c1ccc(-c2cccc(NC(=O)COc3ccccc3)c2)nn1,5%,-7%,-2.1%,-0.4,48,-36%,nt,-0.2%,nt,nt
COc1ccc(C(=O)NCCn2cc(SCC(=O)NCC3CCCO3)c3ccccc32)cc1 (configuration not stated),12%,-18%,3.4%,1.4,38,-10%,nt,0.7%,nt,nt
CC1CCCC(NC(=O)c2ccncc2)C1C (configuration not stated),9%,-4%,-0.9%,-1.0,61,10%,nt,-0.2%,nt,nt
Cc1cc(NS(=O)(=O)c2ccc(-c3ccccc3)cc2)no1,-10%,16%,5.6%,1.3,80,-40%,i,0.2%,-1.7%,1
COc1ccc(CCNC(=O)C2CCN(S(=O)(=O)c3ccc(-n4cnnn4)cc3)CC2)cc1OC,6%,4%,0.7%,0.6,59,-5%,i,0.0%,-0.5%,1
O=C(NCc1ccncc1)C(=O)NCC(c1ccccc1)c1ccccc1,17%,5%,2.1%,0.8,46,-25%,i,-0.2%,-2.0%,1.1
COc1ccccc1C1/C(=C(/O)c2ccccc2)C(=O)C(=O)N1CC(C)C (configuration not stated),15%,-6%,-9.0%,0.1,26,-18%,i,-0.2%,0.0%,1.1
Cc1ccc(-c2cc(=O)c3cc(C)ccc3[nH]2)cc1,-105%,-42%,1.3%,0.6,64,-50%,i,0.6%,-8.4%,1.1
CN(Cc1ccccc1)C(=O)c1ccc2c(c1)NC(=O)C(N1CCOCC1)S2 (configuration not stated),13%,-14%,-5.4%,nt,nt,-18%,i,-0.3%,-0.3%,1
CN1c2ccsc2C(=O)/C(=C\Nc2cccc(C(F)(F)F)c2)S1(=O)=O,12%,-14%,-1.0%,0.9,51,12%,i,0.2%,nt,nt
Cn1ncc(Br)c1C(=O)NC1C2CC3CC(C2)CC1C3 (configuration not stated),31%,8%,-2.9%,-0.7,55,-30%,i,0.4%,0.3%,1
COc1ccc(NC(=O)CN2CCN(CC(=O)Nc3ccc4c(c3)OCO4)CC2)cc1,4%,2%,-3.5%,1.9,40,-27%,i,0.7%,-2.5%,1.1
O=C(NCc1cccs1)C1CC(c2ccc(Cl)cc2)=NO1 (configuration not stated),-116%,-38%,4.5%,-0.6,39,-112%,i,-0.2%,-2.8%,1
Cn1cccc1Cc1nnc(SCC(=O)Nc2nc3ccccc3s2)n1CCc1ccccc1,4%,-9%,3.3%,4.1,82,-7%,i,-0.1%,-1.4%,1.1
CCOc1ccc2[nH]c(=O)c(CN(Cc3nnnn3Cc3ccco3)C3CCCCC3)cc2c1,-1%,-4%,-5.4%,0.7,69,-9%,i,0.0%,-2.1%,1
COc1cccc(CNC(=O)C(C)n2ccc3cc(S(=O)(=O)N4CCCC4)ccc32)c1 (configuration not stated),2%,-6%,-4.0%,0.8,62,22%,nt,-0.2%,nt,nt
CCn1c(=S)[nH]c2c(c1=O)C(C)(C)Cc1ccccc1-2,6%,8%,nt,nt,nt,12%[20 µM],i,-0.1%,-0.2%,1
CCn1c(=O)c(-c2nc3ccccc3[nH]2)c(O)c2ccccc21,-22%,-9%,-4.3%,0.4,111,-5%,i,0.5%,-1.4%,1
CN1CN(C)c2cccc3cccc1c23,13%,-16%,-4.5%,-2.0,73,-26%,i,-0.3%,-0.6%,1.1
Cc1cc(NC(=O)CSc2ncnc3sc4c(c23)CCC(C)C4)no1 (configuration not stated),14%,2%,-2.4%,nt,nt,11%,nt,-0.1%,-0.1%,1.1
COCCN(C(=O)C(C)C)c1nnc(-c2ccc(C(C)(C)C)cc2)s1,13%,5%,-3.5%,-1.1,73,12%,i,1.3%,0.0%,1
O=C(Cn1c2[n+](c3ccccc31)CC(O)CS2)c1ccccc1 (configuration not stated),7%,-9%,1.3%,-0.2,63,15%[20 µM],i,0.0%,-0.8%,1
CC1CCN(S(=O)(=O)c2ccc(N=NC3=C(O)CC(C)(C)CC3=O)cc2)CC1,-8%,8%,0.8%,-0.7,41,-47%,i,0.4%,-3.8%,0.9
O=C(O)c1ccc(Nc2cccc(F)c2)c([N+](=O)[O-])c1,20%,5%,-4.3%,0.2,56,13%,nt,0.4%,nt,nt
CCCC(=O)N1CCN(c2ccc(NC(=O)c3cccs3)cc2)CC1,-13%,-28%,1.3%,1.1,47,-33%,i,0.0%,-0.7%,1.2
COc1ccc(C2=NN(C(=O)CCCC(=O)O)C(c3cccs3)C2)cc1OC (configuration not stated),8%,-28%,-2.0%,1.2,42,4%,i,-0.2%,1.7%,1.1
NNC(=O)CNc1ccccc1Cl,12%,-26%,nt,0.8,40,-5%[20 µM],i,-0.1%,1.1%,1
O=C(Nc1cccc([N+](=O)[O-])c1)C(=O)N1CCCCC1,-44%,-30%,-1.0%,-1.3,84,-20%,i,-0.1%,-1.8%,1.1
O=C(/C=C/c1cnc2ccccc2n1)NC1CCCCCC1,-53%,-29%,6.8%,-0.9,70,-16%,i,0.0%,-3.0%,0.9
Cc1ccc(CC(NC(=O)c2ccccc2)C(=O)NC(C)C(=O)O)cc1 (configuration not stated),3%,0%,1.7%,1.7,72,12%,i,-0.1%,-0.1%,1.1
COc1ccc(CSc2nncn2N)cc1[N+](=O)[O-],0%,7%,8.9%,1.7,46,13%,i,-0.2%,-0.3%,0.9
COc1ccc(C(C(O)C(=O)c2c[nH]c3ccccc23)N2CCN(c3ccc(OC)cc3)CC2)cc1 (configuration not stated),-3%,0%,11%,4.5,68,-24%,i,0.0%,-0.9%,1.1
O=C(CNC(=O)c1ccncc1)N/N=C/c1cccc([N+](=O)[O-])c1,0%,-13%,1.1%,-1.9,86,17%,i,0.5%,-0.8%,1.1
COC(=O)c1cccc(Nc2cc(C)nc(-c3ccccc3O)n2)c1,2%,-6%,14%,23,42,-39%,i,0.7%,1.4%,1
CCOC(=O)c1sc2nc(C)c([N+](=O)[O-])c(COC)c2c1N,15%,-3%,0.5%,3.9,88,-24%,nt,-0.1%,0.1%,1
COc1ccc(CC(=O)Nc2cccc(-c3ccc4nncn4n3)c2)cc1OC,35%,19%,-7.1%,0.9,81,-9%,i,-0.5%,-1.2%,1.1
Cc1ccc(NC(=O)Nc2ccc(S(N)(=O)=O)cc2)cc1,4%,-23%,-6.5%,2.1,22,8%,i,-0.6%,-1.3%,1.1
CCOCC(=O)N1CCN(Cc2ccc3c(c2)OCO3)CC1,-4%,13%,-1.4%,-0.4,71,-7%,nt,-0.1%,nt,nt

Assay outcomes: PubChem BioAssay, several laboratories
